KB-V1 MDR tox: kills drug-selected multidrug resistant KB-V1 cells; Potency, µM (titrated, usually from 46.1 µM), for inactives: at the highest dose activity change, negative = cytotoxicity, actives largely listed as cytotoxic; KB-V1 MDR cells viability, CellTiter-Glo, 72 h; 3.4% of 400,000 active; note: potency is the fitted concentration of half-maximal effect; % is set by controls: 0 for no effect and ±100 for the full control effect; nearly all actives have a fitted effect of over 60% in size
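KB-V1 MDR subline cells in DMEM (phenol-red free, 10% FBS) exposed to compounds in qHTS concentration series for 72 h at 37 degrees C. Viability read by CellTiter-Glo luminescence; concentration-effect curves fitted after normalization and correction.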
PTHR1 agonist: PTHR1 (human) receptor agonism; Q03431; 0.075% of 410,000 active; HEK293 GP2 PTHR1 cells, GloSensor cAMP luminescence, 1 h; AID 743266; Potency, µM (series often up to 115 µM), inactives show at the highest dose activation, hits mostly activators; note: potency is the fitted concentration of half-maximal effect; nearly all actives have a fitted effect of over 55% in size; some results filed as inactive show a strong effect at the top dose; inactives centre near -15; many of its hits are not listed in these tables
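HEK-293-derived GP2 cells expressing PTHR1 and a GloSensor cAMP reporter, 3,000/well, plated overnight, given luciferin plus IBMX (each 0.5 mM as added) for 1 h at 37 °C, then compound for 1 h at 37 °C. Luminescence was read after 15 min at room temperature.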
TDP-43 yeast inh: inhibitors of TDP-43 toxicity in yeast | TDP-43 expressing yeast growth rescue, BacTiter-Glo, 24 h | Potency, µM (series often up to 46.1 µM), without a hit: at the highest dose growth rescue (activation), hits mostly activators | 1.8% of 410,000 active; note: potency is the fitted concentration of half-maximal effect; % of control where 0% means no effect; nearly all actives have a fitted effect of over 50% in size
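Yeast cells expressing TDP-43 under galactose induction are exposed to compounds for 24 hr at 30 deg C. BacTiter-Glo luminescence measures growth, so protective compounds score as activators.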
GLP-1R agonist: activates the human GLP-1 receptor. P43220. HEK293 GLP-1R CRE-luciferase, luminescence, 4-6 h; cells express a hypersensitive GLP-1R form. Potency, µM (top dose mostly 45.6 µM), for the others: at the top dose activation, usual class: activators. 0.007% of 380,000 active; note: potency is the fitted concentration of half-maximal effect; % of control where 0% means no effect
Target sequence (P43220 whole entry, looked up): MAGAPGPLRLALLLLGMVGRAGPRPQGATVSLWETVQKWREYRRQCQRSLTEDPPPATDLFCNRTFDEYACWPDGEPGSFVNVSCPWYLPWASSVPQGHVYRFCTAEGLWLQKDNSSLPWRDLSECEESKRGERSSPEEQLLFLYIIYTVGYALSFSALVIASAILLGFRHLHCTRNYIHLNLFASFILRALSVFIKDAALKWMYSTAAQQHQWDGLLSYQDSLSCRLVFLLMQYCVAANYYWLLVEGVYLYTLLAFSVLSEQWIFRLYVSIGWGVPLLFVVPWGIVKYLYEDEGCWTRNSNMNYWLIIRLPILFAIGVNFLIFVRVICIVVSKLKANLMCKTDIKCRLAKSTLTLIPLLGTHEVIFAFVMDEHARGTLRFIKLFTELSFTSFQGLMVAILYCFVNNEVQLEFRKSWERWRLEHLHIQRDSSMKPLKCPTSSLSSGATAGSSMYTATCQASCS
GLP-1R inv ag: GLP-1 receptor (human) inverse agonism; Potency, µM (doses to about 38.3 µM), for the others: top-dose activity change, negative = inhibition, most hits filed as inhibitors; 1.6% of 410,000 active; HEK293 GLP-1R CRE-luciferase, luminescence, 24 h; GLP-1R form is constitutively active; P43220; note: potency is the fitted concentration of half-maximal effect; % is set by controls: 0 for no effect and ±100 for the full control effect; nearly all actives have a fitted effect of over 55% in size
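qHTS in 1536-well format: reporter HEK293 cells expressing constitutive GLP-1R activity in DMEM + 10% Nu serum, 24 hr with compounds at 37 deg C, luminescence read after 12 min with detection reagent.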
D3 ag: activates the human D3 dopamine receptor. P35462. 0.58% of 410,000 active. D3R DiscoveRx beta-arrestin cells, luminescence, 90 min. max activation, %; in the data active = max activation above about 30%; note: 0% is about no effect; mostly tested at two doses, the higher about 12 µM
Target sequence (P35462 whole entry, looked up): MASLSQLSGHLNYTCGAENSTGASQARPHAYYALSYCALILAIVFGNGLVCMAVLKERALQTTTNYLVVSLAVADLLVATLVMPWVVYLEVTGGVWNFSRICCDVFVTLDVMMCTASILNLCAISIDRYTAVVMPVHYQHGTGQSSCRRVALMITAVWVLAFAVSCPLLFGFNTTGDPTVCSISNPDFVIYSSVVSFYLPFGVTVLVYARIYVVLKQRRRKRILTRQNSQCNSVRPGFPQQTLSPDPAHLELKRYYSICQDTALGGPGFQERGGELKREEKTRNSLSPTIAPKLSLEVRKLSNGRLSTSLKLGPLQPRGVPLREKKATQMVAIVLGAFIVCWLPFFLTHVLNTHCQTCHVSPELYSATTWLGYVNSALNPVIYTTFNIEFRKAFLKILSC
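Agonist mode: compounds and dopamine controls were applied to plated cells for 90 min at 37 degrees C after an overnight attachment at 1500 cells/well. Luminescent read-out followed 30 - 60 minutes at room temperature with DiscoveRx detection reagent.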
aSyn yeast inh: inhibitors of alpha-synuclein toxicity in yeast; Potency, µM (top dose mostly 46.1 µM), inactives show top-dose growth rescue (activation), most hits filed as activators; AID 652106; 0.14% of 370,000 active; Yeast expressing alpha-synuclein, growth rescue, BacTiter-Glo, 24 h; note: potency is the fitted concentration of half-maximal effect; % of control where 0% means no effect; nearly all actives have a fitted effect of over 65% in size
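Rescue of yeast growth: cells expressing toxic alpha-synuclein, induced in galactose at OD600 0.02, incubated with compound 24 h at 30 C. ATP luminescence quantified growth; inhibitors of toxicity appear as activators.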
DRD3 antagonist: D3 dopamine receptor (human) antagonism; max response, negative = inhibition, %; 2.5% of 360,000 active; D3R cells, DiscoveRx beta-arrestin luminescence, antagonist mode; active compounds read low; AID 652054; in the data active = max response below about -50%; inconclusive = no clear call, values can overlap the other calls; note: % is set by controls: 0 for no effect and ±100 for the full control effect; mostly tested at two doses, the higher about 12 µM
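Cells expressing the human receptor were seeded at 1500 cells/well, incubated overnight at 37 degrees C in 5% CO2, then exposed to library compounds with dopamine controls for 90 minutes at 37 degrees C before luminescent detection.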
GLP1R cytotox: cytotoxicity counter-screen for GLP-1 receptor inverse agonists. HEK293 cAMP-luciferase reporter cells, luminescence, 24 h. Potency, µM (series often up to 38.3 µM), inactives show at the highest dose activity change, negative = inhibition, usual class: inhibitors. 0.13% of 410,000 active. AID 624418;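 note: loss of luciferase light is scored as toxicity; potency is the fitted concentration of half-maximal effect; % is set by controls: 0 for no effect and ±100 for the full control effect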
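Compound-treated cells are incubated 24 hr at 37 deg C under 5% CO2 after a 12 hour attachment period, then luciferase detection reagent is added and luminescence is measured following 12 min at room temperature; lowered signal indicates toxicity.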
* marks the source's active call; other numbers are inactive results; i = inactive; ? = inconclusive; . = not tested or not shown; [ ] = another dose, or the depositor's remark. Unless noted, calls come from the whole dose curve; as a rule, active = well fitted curve in the direction sought with a large enough effect; inconclusive = small, poorly fitted or top-dose-only effect, or another doubt; inactive = no such curve, though single readings can be large; an effect the other way counts as inactive or inconclusive. A portion of the library; the hit share may differ from the screen's.

Sample of the layout (two entries):
Molecule,KB-V1 MDR tox,PTHR1 agonist,TDP-43 yeast inh,aSyn yeast inh,GLP1R cytotox,D3 ag,GLP-1R inv ag,GLP-1R agonist,DRD3 antagonist
Cc1cc(C)n(CCNc2nc3nonc3nc2N2CCCCC2)n1,-5%,-6%,-2%,-3%,46%[activator],-2,-23%,1%,-10
O=C(N/N=C/c1ccc([N+](=O)[O-])o1)c1cn2ccc3ccccc3c2n1,14%,11%,0%,-2%,5%,13,37%[activator],3%,-18

Main list, from the first entry:
Molecule,KB-V1 MDR tox,PTHR1 agonist,TDP-43 yeast inh,aSyn yeast inh,GLP1R cytotox,D3 ag,GLP-1R inv ag,GLP-1R agonist,DRD3 antagonist
Cc1cc(C)n(CCNc2nc3nonc3nc2N2CCCCC2)n1,-5%,-6%,-2%,-3%,46%[activator],-2,-23%,1%,-10
O=C(N/N=C/c1ccc([N+](=O)[O-])o1)c1cn2ccc3ccccc3c2n1,14%,11%,0%,-2%,5%,13,37%[activator],3%,-18
O=C(O)c1cccc(NCc2cccnc2)c1,2%,i,-4%,-3%,10%,-2,19%,1%,-7
O=C(/C(=C/O)N=Nc1cccc(C(F)(F)F)c1)c1ccccc1,27%,-5%,-7%[9.22 µM],-75%[inhibitor],1%[7.66 µM],2,0%[7.66 µM],8%,3
COc1ccc(CC(=O)NNS(=O)(=O)c2ccc([N+](=O)[O-])cc2)cc1OC,12%,i,-9%,-7%,5%,1,-1%,5%,-4
CC(C)C[C@@H](CN1CCC[C@H]1CN1C(=O)C(=O)NC[C@@H]1Cc1ccccc1)N1C[C@H](Cc2ccccc2)N(CC2CCCCCC2)C(=O)C1=O,-11%,-32%[inhibitor],19%,2%,-12%,-3,-28%,-5%,-11
O=C(O)C1CC(=O)N(c2ccc(F)c(F)c2)C1 (stereo not given),-12%,i,-6%,0%,58%[activator],3,18%,-21%,-24
COc1cc(OC)cc(-c2cc3cc(F)ccc3cn2)c1,-1%,-54%[inhibitor],24%,-13%,-49%,3,15%,27%,34
O=S1(=O)NC(=NCc2ccccc2)c2ccccc21,6%,-19%[57.5 µM],-18%,1%,-14%,0,-1%,-4%,20
O=C(COC(=O)c1ccccc1O)NCC1COc2ccccc2O1 (stereo not given),?,-19%,16%,11%,6%,2,14%,0%,-2
O=C(Nc1ccc2c(c1)OCCO2)C1CCN(S(=O)(=O)c2ccc3c(c2)OCCO3)CC1,15µM*,i,22%,3%,-9%,0,-14%,0%,24
COc1ccc(CNC(=O)C2CCN(c3nc4ccc(C)cc4[nH]3)CC2)cc1,.,i,16%,.,2%,-1,-1%,.,.
CCO/C(C)=N/n1c2nc3ccccc3nc2c2c(=O)n(CC(C)C)c(C)nc21,0%,i,9%,4%,-10%,4,4%,-2%,-4
CCOc1ccccc1NC(=O)COc1cccc2c(=O)n(CCOC)ccc12,?,-18%,?,.,3%,12,6%,.,.
Cc1ccccc1S(=O)(=O)NC(=O)C1(C)CCN1C(=O)C1(c2ccccc2)CC1 (stereo not given),-5%,i,0%,5%,8%,8,5%,-6%,22
COC(=O)[C@H](Cc1ccccc1)NC(=O)c1cc(COc2c(F)cccc2F)on1,-3%,-67%[inhibitor],-14%,-6%,-4%,-12,?,-1%,-1
CCCOc1ccc(-c2nnc(-c3ccncc3)o2)cc1,-10%,-29%,9%,-2%,-6%,-4,0%,-8%,-71*
O=C(CSc1n[nH]c(-c2ccccc2)n1)Nc1ccc(Br)cn1,-5%,i,-13%,0%,-19%,-12,?,10%,0
COc1ccc(N2CCN(C(=S)Nc3ccc(C)cc3C)CC2)cc1,?,?,2%,-3%,-8%,-11,18%,-1%,-29
Oc1ccc(Cl)cc1C1=Nc2ccccc2N=C(c2cccc(Br)c2)C1,-2%,-6%,3%,.,1%,-19,4%,.,.
O=C(NCc1ccc(Cl)cc1Cl)Nc1ccccc1,0%,-20%,14%,2%,2%,2,?,?,11
COc1cc(NC(=O)c2cc(-c3cccs3)on2)cc(OC)c1OC,6.5µM*,i,?,-25%,?,-8,?,-3%,2
Cc1ccc(C(=O)NCC(c2ccc3c(c2)OCO3)N2CCOCC2)cc1C (stereo not given),-1%,-24%,15%,.,6%,-12,0%,.,.
O=C(COc1ccc([N+](=O)[O-])cc1Cl)N(C1CCCCC1)C1CCS(=O)(=O)C1 (stereo not given),-15%,-20%,-3%,-2%,17%,-8,3%,-4%,0
Cc1cccc(C)c1NC(=O)CNC(=O)COC(=O)c1ccc(Cl)s1,?,i,4%,3%[1.84 µM],3%,-9,16%,-3%,7
CCOC(=O)[C@H]1[C@H]2COc3ccccc3[C@@H]2N2C(=O)c3cc(Cl)ccc3NC(=O)[C@@]12C,-19%,i,?,2%,9%,-12,?,-3%,-16
O=C(NCCN1CCOCC1)c1ccc(/C=C2\Sc3ccccc3N(Cc3ccc(F)cc3)C2=O)cc1,?,-26%,20%,-6%,7%,3,?,-5%,46
O=C(Nc1ccc2c(c1)OCCO2)c1ccc(Cl)c(S(=O)(=O)N2CCCCC2)c1,?,-88%[inhibitor],?,-3%,7%,1,?,3%,?
COc1cccc(C(NC(C)=O)c2nc(-c3cccc(C(=O)O)c3)cs2)c1 (stereo not given),13%,-9%,0%,0%,4%,-10,36%[activator],-5%,0
N#C/C(=N\O)c1nc2ccccc2s1,-7%,-19%,16%,-13%,4%,2,10%,-1%,0
Cc1c(NC(=S)NC(=O)c2ccc(COc3ccccc3)cc2)cccc1C(=O)O,?,-23%,-10%,1%,-2%,-2,1%,-1%,-4
COC(=O)[C@]1(S(=O)(=O)c2ccccc2)C[C@@H]2ON=C(c3ccc(OC)cc3)[C@@H]2C1,-15%,i,18µM*,-7%,1%,-10,13%,4%,18
O=C(NCCc1ccc(Cl)cc1)C1CCN(S(=O)(=O)c2ccc(-n3cnnn3)cc2)CC1,0%,-14%[57.5 µM],14%,-14%,-20%,-2,?,-5%,25
Cc1nc(N/N=C/c2ccccc2)nc(N(C)c2ccccc2)c1[N+](=O)[O-],6%,i,4%,-5%,-28%,-1,0%,-4%,-9
CN1C(=O)N(CC(=O)Nc2ccc(C(F)(F)F)cc2)C(=O)C12CCCCC2,?,-2%,13%,6%,2%,3,?,0%,-3
CC(C)[C@H](NC(=O)C1CCN(S(=O)(=O)c2ccccc2)CC1)C(=O)NCc1ccc(F)cc1,18%,-19%,-4%,-5%,1%,5,-18%,-1%,5
Clc1ccc(CSc2ccc(-c3cccs3)nn2)cc1,0%,?,-19%,.,-8%,-22,25%,.,.
O=C(C[C@H]1C/C=C\CC[C@H](Cc2ccc(F)cc2)C(=O)OC[C@H]2CCCN2C1=O)N[C@@H](CO)Cc1ccccc1,17%,i,15%,-1%,3%,11,?,10%,4
c1ccc(-c2nn3nnnc3c3ccccc23)cc1,-2%,-17%[57.5 µM],?,0%,0%,-7,85%[activator],?,-11
CCCc1nnc(NC(=O)CCC(=O)NC2CCCCCC2)s1,-3%,2%,-10%,1%,16%,9,17%,3%,-4
Cc1ccc(S(=O)(=O)CC(=O)c2cc(C)c(O)c(C)c2)cc1,4%,i,-15%[0.397 µM],20%,-17%,3,1%,9%,-3
Cc1c(Cl)cccc1NC(=O)CNC(=O)CCS(=O)(=O)c1ccc(F)cc1,16%,-20%,7%,0%,-4%,1,-12%,0%,-2
COc1cc(-c2n[nH]c(=S)n2/N=C/c2cccn2C)cc(OC)c1OC,-23%,-20%,6%,3%,2%,-5,87%[activator],12%,-8
COc1ccc(CC(=O)NCc2nn(-c3ccccc3)nc2C)cc1OC,?,i,-7%,-3%,10%,-1,12%,-2%,-7
O=C(CN1CCN(S(=O)(=O)c2cccc(F)c2)CC1)Nc1ccnn1C1CCCC1,-4%,-56%[inhibitor],-4%,0%,5%,-5,14%,-5%,4
CCSC1=NCCN1S(=O)(=O)c1ccc2ccccc2c1,-11%,i,11%,12%,3%,-1,-9%,19%,-2
COc1ccc2nc(NC(=O)C(NS(=O)(=O)c3cccc4nsnc34)C(C)C)sc2c1 (stereo not given),17%,i,13%,5%,10%,1,6%,0%,0
CCc1cccc(C)c1NC(=O)C1CCN(S(=O)(=O)c2c(C)noc2/C=C/c2c(C)cc(C)cc2C)CC1,.,i,0%,.,2%,7,17%,.,.
Clc1ccc(N2CCN(c3nc4nonc4nc3N3CCSCC3)CC2)nc1,-3%,-4%,-2%,-15%,-3%,-2,1%,6%,-14
O=C(O)C1CN(C(=O)c2cccc(Br)c2)C1,8%,i,6%,2%,-2%,4,?,-6%,18

Continuation:
Molecule,KB-V1 MDR tox,PTHR1 agonist,TDP-43 yeast inh,aSyn yeast inh,GLP1R cytotox,D3 ag,GLP-1R inv ag,GLP-1R agonist,DRD3 antagonist
O=[N+]([O-])c1ccc(Sc2nnnn2-c2ccccc2)c(Cl)c1,?,-2%[57.5 µM],?,0%,-13%,13,-5%,-8%,15
CC1=C(C(=O)N(C(C)C)C(C)C)CC(CC(=O)NCCN2CCOCC2)C(=O)N1Cc1ccccc1 (stereo not given),-11%,-11%,25%,?,1%,2,5%,-7%,19
Cc1cc(-c2ccc(S(=O)(=O)N3CCCCC3)s2)on1,-11%,-8%,23%,-2%,-16%,4,13%,12%,-3
Cc1ccccc1CC(=O)Nc1ccc(S(=O)(=O)N2CCN(C)CC2)cc1,-25%,i,13%,-8%,13%,-3,-13%,-1%,-6
O=C(NCc1ccc2c(c1)OCO2)c1nc(Cn2cc([N+](=O)[O-])cn2)no1,-12%,i,6%,-7%,17%,1,-19%,8%,10
CCOC(=O)C(=Nc1ccc(Cl)cc1)NO,?,i,4%,0%,4%,2,11%,3%,17
